Compound activity from PubChem BioAssay.
FXIa inh: human FXIa protease inhibitors, primary screen, biochemical, single compound per well; Coagulation factor XI (Homo sapiens), P03951; purified human FXIa, fluorogenic AMC substrate cleavage; inhibition, % at 10 µM; 33,000 tested, 0.3% active;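 active = inhibition above 40% in the primary screen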;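 note: 0% = enzyme without compound and 100% = blank wells lacking enzyme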
FXIIa single: human FXIIa protease inhibitors, primary screen, biochemical, single well; Coagulation factor XII (Homo sapiens), P00748; purified human FXIIa, AMC substrate fluorescence, 2 h; inhibition, % at 10 µM; 33,000 tested, 0.2% active; AID 701, 2007; in the data active = inhibition above about 30%;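 note: 0% = enzyme with vehicle only and 100% = no enzyme blank; many of its hits are not listed in these tables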
Target sequence (P00748 20-372 limits assumed): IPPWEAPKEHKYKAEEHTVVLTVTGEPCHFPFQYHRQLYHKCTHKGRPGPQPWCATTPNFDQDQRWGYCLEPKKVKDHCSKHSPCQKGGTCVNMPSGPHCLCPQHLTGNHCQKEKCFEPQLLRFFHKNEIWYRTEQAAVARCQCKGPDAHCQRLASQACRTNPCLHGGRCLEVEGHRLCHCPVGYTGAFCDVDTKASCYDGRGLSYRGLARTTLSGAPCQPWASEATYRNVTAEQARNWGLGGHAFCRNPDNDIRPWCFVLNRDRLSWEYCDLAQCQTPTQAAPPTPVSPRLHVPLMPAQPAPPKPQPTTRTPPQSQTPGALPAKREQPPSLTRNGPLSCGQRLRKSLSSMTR
Target sequence (P00748 373-615 limits assumed): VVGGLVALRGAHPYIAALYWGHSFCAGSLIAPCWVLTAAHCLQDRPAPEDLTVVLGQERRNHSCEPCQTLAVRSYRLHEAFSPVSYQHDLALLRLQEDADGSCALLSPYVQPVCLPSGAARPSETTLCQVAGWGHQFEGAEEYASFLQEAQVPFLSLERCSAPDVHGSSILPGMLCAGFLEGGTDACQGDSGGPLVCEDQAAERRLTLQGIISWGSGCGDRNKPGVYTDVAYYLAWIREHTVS
Starred values were filed as active, the others as inactive. A portion of the library, so the mix of outcomes need not match the whole.

No.	Compound	FXIa inh	FXIIa single
1	CCNc1nc(NC(C)C)nc(OCC)n1	16	-10
2	OCCCn1c(-c2ccccc2)n[nH]c1=S	-8	2
3	CCCC(=O)Nc1ccc(Br)cn1	-15	1
4	Cc1ccc(NC(=O)Cn2cccc2)c(C)c1	-2	-2
5	O=C(Nc1ccc(Br)cc1)c1ccco1	-5	8
6	CC(C)CC(C(=O)O)N(Cc1ccccc1)Cc1ccccc1 (stereo not given)	0	0
7	COc1ccc(-c2cc(C(F)(F)F)c3c(=O)n(-c4ccccc4)[nH]c3n2)cc1	7	8
8	O=C(c1ccc2ccccc2c1)N1CCN(c2ccccc2)CC1	-2	-14
9	C=CCCCCCCCCC(=O)NNC1=CC(=O)CC(C)(C)C1	-4	5
10	CCCC(c1nnnn1Cc1ccco1)N1CCN(C(=O)c2ccco2)CC1 (stereo not given)	1	7
11	Cc1nn(-c2cc(N3CCCC3)ccc2[N+](=O)[O-])c(=O)c2ccccc12	12	9
12	CC(C)C(=O)Nc1nnc(SCC(=O)N2c3ccccc3CC2C)s1 (stereo not given)	6	6
13	CC(C)Cc1nnc(NC(=O)c2ccncc2)s1	2	8
14	Cc1ccccc1S(=O)(=O)Cc1ccc(C(=O)NC(C)c2ccc3c(c2)OCCO3)o1 (stereo not given)	2	3
15	Cn1c(=S)[nH]c2cccnc21	-1	1
16	CCOC(=O)c1sc(C)c(C(=O)NC2CCCCC2)c1N	4	5
17	O=C(Cn1ncc(Cl)c(Cl)c1=O)c1ccc(Cl)cc1	-4	7
18	Cc1ccccc1-n1c(SCc2c(C)noc2C)nnc1-c1ccncc1	-3	6
19	C/C=C/c1ccc(OCCCNC)c(OC)c1	-9	11
20	CC(Sc1nnc(NC(=O)c2cc3ccccc3oc2=O)s1)c1ccccc1 (stereo not given)	6	7
21	Cc1ccc(NC(=O)CN(C)Cc2nc3ccccc3c(=O)[nH]2)c(Br)c1	13	-4
22	CCN(CC)CCOC(=O)C1(c2ccc(OC)c(OC)c2)CCCC1	-15	-12
23	Cc1ccc(NC2CC(=O)N(CCc3ccccc3)C2=O)cc1 (stereo not given)	-9	3
24	COc1cc(/C=N/n2cnnc2)ccc1OCc1ccccc1	-2	8
25	CCCCSc1nc2c(c(C(F)(F)F)c1C#N)CCC2	4	4
26	O=C(CSc1nc(-c2cccs2)cc(C(F)(F)F)n1)NCCCn1ccnc1	1	3
27	CCOC(=O)Cn1c(C)nc2ccccc21	-3	5
28	Cc1c(C)n(CC(O)CN2C(=O)c3ccccc3S2(=O)=O)c2ccccc12 (stereo not given)	7	5
29	CCN1CCN(C(c2ccc(OC)cc2)C(O)C(=O)c2c[nH]c3ccccc23)CC1 (stereo not given)	1	7
30	CCOC(=O)Nc1sc2c(c1C#N)CCCC2	14	-12
31	O=C(NCc1ccccc1)c1nc2c(nnn2Cc2cccc(Cl)c2)c(=O)[nH]1	8	7
32	Cc1ccc(C(=O)C2(C)C3c4cc(Br)ccc4OC(=O)C32C(=O)c2ccco2)cc1 (stereo not given)	-1	8
33	CC(OC(=O)c1cccnc1SCc1cc(=O)n2ccccc2n1)c1ccccn1 (stereo not given)	28	-13
34	O=C(NCC1CCCO1)c1c(O)c2cccc3c2n(c1=O)CC3 (stereo not given)	1	5
35	CCOC(=O)CCCNC(=O)COC(=O)c1cc2ccccc2cc1O	-2	12
36	COC(=O)c1cc(OC)c(OC)cc1NC(=O)c1oc2ccccc2c1C	-2	1
37	Cc1[nH]nc2c1C(c1ccc(F)cc1)C1=C(CC(C)(C)CC1=O)N2 (stereo not given)	-1	4
38	O=c1[nH]c(CN2CCN(c3ccc([N+](=O)[O-])cc3)CC2)nc2ccsc12	-1	5
39	Fc1cnc(N2CCOCC2)nc1N1CCc2ccccc21	-3	0
40	Cc1nc(-c2coc3cc(O)c(C)cc3c2=O)cs1	3	6
41	COc1cc(/C=c2\sc3n(c2=O)CCCN=3)ccc1O	43*	7
42	COc1ccc(NC(=O)c2ncn[nH]2)cc1	11	5
43	COc1ccc(S(=O)(=O)N(C(=O)C(C)C)c2ccc3oc(=O)sc3c2)cc1	4	3
44	CCOC(=O)Cc1csc(SCc2nc3sc4c(c3c(=O)[nH]2)CCC4)n1	-8	-1
45	CC1=Nn2c(nc(-c3ccccc3)c2-c2ccccc2)NC(=O)C1Br (stereo not given)	-1	-5
46	O=C(Oc1ccc2ccccc2c1)c1cncc(Br)c1	-11	-8
47	O=C(CCCCCCN1C(=O)c2ccccc2C1=O)Nc1nccs1	-2	-16
48	CN(C)C(=O)c1cn(-c2ccccc2)nc1-c1cccs1	-9	5
49	Cn1c(/N=C/c2ccc3c(c2)OCO3)nc2ccccc21	6	4
50	CCOc1ccc(N=C2NC(=O)S/C2=C\c2ccc(OC)cc2)cc1	2	8

Compounds above that contain two or more sulfur atoms:
No.	Compound	FXIa inh	FXIIa single
12	CC(C)C(=O)Nc1nnc(SCC(=O)N2c3ccccc3CC2C)s1 (stereo not given)	6	6
20	CC(Sc1nnc(NC(=O)c2cc3ccccc3oc2=O)s1)c1ccccc1 (stereo not given)	6	7
26	O=C(CSc1nc(-c2cccs2)cc(C(F)(F)F)n1)NCCCn1ccnc1	1	3
43	COc1ccc(S(=O)(=O)N(C(=O)C(C)C)c2ccc3oc(=O)sc3c2)cc1	4	3
44	CCOC(=O)Cc1csc(SCc2nc3sc4c(c3c(=O)[nH]2)CCC4)n1	-8	-1

Later entries
No.	Compound	FXIa inh	FXIIa single
51	COCC(C)n1c(C)cc(C(=O)CSc2ccc(NC(C)=O)cc2)c1C (stereo not given)	8	6
52	Cc1ccccc1NC(=O)/C(=C/c1ccco1)c1ccccc1	17	-13
53	O=C(c1cccs1)N1CCC(c2nc(-c3ccc(S(=O)(=O)N4CCOCC4)cc3)no2)CC1	-4	-7
54	CCOC(=O)c1ccccc1NC(=O)CSc1ccccc1	1	-14
55	CC1Cc2nc(SCC(=O)N3CCN(c4ccccc4)CC3)n(CCc3ccccc3)c(=O)c2S1 (stereo not given)	-12	-20
56	CCC(=O)NCCCCCCNC(=O)CC	-3	-1
57	CC1CCCC(C)N1C(=O)c1cccc2c1-c1ccccc1/C2=N/O (stereo not given)	-12	5
58	O=C1C=C(Nc2cccc(Cl)c2)CC(c2ccco2)C1 (stereo not given)	-7	6
59	O=C(NCCc1csc(-c2cccnc2)n1)c1ccccc1	10	4
60	CC1(C)NC(=O)N(CCCOc2ccc(Br)cc2Cl)C1=O	-2	4
61	COc1ccc(CNc2nc3c(c(=O)[nH]c(=O)n3C)n2Cc2ccccc2C)cc1	2	3
62	COc1ccc(OC)c(N(CC(=O)Nc2cccnc2)S(C)(=O)=O)c1	-5	-6
63	COc1ccc(-n2c(C)c(C(C)=O)c(C(C)=O)c2C)cc1	0	3
64	COc1ccc(-c2nnc(SCc3ccccn3)n2C)cc1	-1	-11
65	CCOC(=O)c1nnc(-c2cccs2)nc1Oc1ccc(Cl)cc1	-4	9
66	CCC1Sc2ccccc2N(CC(=O)NCc2ccc3c(c2)OCO3)C1=O (stereo not given)	-1	8
67	CCC(C)NC(=O)C1CCN(S(=O)(=O)c2ccc(OC)cc2)CC1 (stereo not given)	-3	1
68	CC1CC(C)CN(C(=O)C2CCCN(S(=O)(=O)c3cccc4nonc34)C2)C1 (stereo not given)	6	6
69	COc1ccc(C(=O)Nc2ccc3c(c2)nc(CN2CCN(C(C)=O)CC2)n3C)cc1	-2	27
70	Cc1cccc(C)c1OCC(O)CNS(=O)(=O)c1ccccc1C(=O)N1CCCCC1 (stereo not given)	-2	0
71	Cc1ccc(-c2nc3cccnc3s2)cc1NC(=O)c1ccco1	4	-13
72	Cc1cc(NC(=O)C2C3C(=O)N(Cc4ccc(Cl)cc4)C(C(=O)NC(C)(C)C)C34C=CC2(C)O4)no1 (stereo not given)	-9	3
73	CCCN1CCN(c2ncnc3c2nnn3Cc2ccccc2)CC1	-6	4
74	CN(C)/C=C1/Sc2ccccc2C1=O	0	6
75	Cc1cc(C)cc(NC2=NCC(=O)N2Cc2ccccc2)c1	-17	-13

Continued; the last two above are carried over.
No.	Compound	FXIa inh	FXIIa single
74	CN(C)/C=C1/Sc2ccccc2C1=O	0	6
75	Cc1cc(C)cc(NC2=NCC(=O)N2Cc2ccccc2)c1	-17	-13
76	Cc1cc2nn(-c3cccc4ccccc34)nc2cc1N	-9	-7
77	O=C(CCC(=O)N1CCOCC1)Nc1nnc(C2CCCCC2)s1	0	12
78	CCCCn1c(O)c(C=NCCCN(C)C)c(=O)[nH]c1=O	-3	4
79	O=C(Nc1ccc2c(c1)nc1n2CCN(C2CCCCC2)C1)c1ccco1	-3	1
80	CCOC(=O)C(CCCOc1cccc(CC)c1)C(=O)OCC	-5	6
81	CC(=O)N1CCc2cc(S(=O)(=O)NC(Cc3ccccc3)C(=O)NC3CCCCCC3)ccc21 (stereo not given)	0	14
82	CCCN(CCC)CCCOC(=O)c1ccc(Cl)cc1Cl	-11	9
83	COc1cccc(C2NC(=O)NC(C)=C2C(=O)Nc2ccc(C)cc2)c1OC (stereo not given)	-1	6
84	Cc1cc(O)c(C2(C(F)(F)F)NCCNC2=O)cc1C (stereo not given)	0	6
85	CCCCNCc1cccn1-c1ccccc1	0	4
86	CCOc1ccc(CN(C)CC(=O)c2c(N)n(Cc3ccccc3)c(=O)n(CC)c2=O)cc1OC	-8	-4
87	CCOC(=O)C1=C(c2ccccc2)N=C2SCC(=O)N2C1c1ccc(O)c(OC)c1 (stereo not given)	16	-13
88	CCCCn1c(SCC(=O)O)nc2ccccc21	-6	2
89	Cc1ccccc1NCN1C(=O)C2C3C=CC(C3)C2C1=O (stereo not given)	-1	-18
90	O=C(Nc1ccccc1Cl)C1CCCN(S(=O)(=O)c2ccc(F)cc2)C1 (stereo not given)	-1	20
91	Cc1cc(C(F)(F)F)nc(Nc2nc(C)c3ccccc3n2)n1	-1	5
92	Cc1nn(C(CC(=O)O)C(=O)O)c(C)c1Br (stereo not given)	-1	5
93	O=C(Nc1ccc2c(c1)OCCO2)C1CCCN(S(=O)(=O)c2cccc3nsnc23)C1 (stereo not given)	-5	4
94	O=C(NCCC1=CCCCC1)C1CCN(S(=O)(=O)c2cccc3nonc23)CC1	-13	-12
95	COc1ccc(Cl)cc1NC(=O)C12CCC(C)(C(=O)O1)C2(C)C (stereo not given)	0	5
96	O=C(NCc1ccc(N2CCCC2=O)cc1)Nc1cccc(Cl)c1	1	4
97	O=C(N1CCOCC1)N1CCCN(C(=O)N2CCOCC2)CC1	3	-15
98	Cc1cc(Oc2ccc(Cl)cc2)nc(-c2ccccc2O)n1	1	5
99	Cc1cccc(NC(=O)Nc2cccc(Oc3c(F)c(F)c(F)c(F)c3F)c2)c1	1	9
100	O=C(CSc1nnnn1-c1cccc2c1CCCC2)N1CCCCC1	32	-18
101	CCOC(=O)C(CCCOc1ccc(C(C)CC)cc1)C(=O)OCC (stereo not given)	13	-9
102	C=CCn1c(=O)c2c(nc(Br)n2Cc2ccccc2Cl)n(C)c1=O	46*	3
103	O=C(O)c1sccc1Oc1ccc(F)cc1[N+](=O)[O-]	1	1
104	Cc1cccc(NCc2nc3ccccc3n2C)c1	-1	0
105	Cc1nc(SCc2cccc(Oc3ccccc3)c2)n[nH]1	1	2
106	CCOc1nc(C)nc(NC(=O)NS(=O)(=O)c2ccccc2Cl)n1	-3	0
107	O=C(NCC(c1cccnc1)N1CCN(c2ccc(F)cc2)CC1)OCc1ccccc1 (stereo not given)	-1	6
108	Cc1cc(C)nc(SCNC(=O)c2ccc(Cl)cc2)n1	3	11
109	Cn1ccnc1-c1nc2ccccc2[nH]c1=O	-1	-1
110	Cc1ccc(S(=O)(=O)N(CC(=O)N2CCN(c3ccc(F)cc3)CC2)C2CCCCC2)cc1	1	0
111	COC(=O)c1ccc(Oc2ccc3nnc(C)n3n2)cc1	3	8
112	CCn1cnc2cc(NCc3cccc(OC)c3O)ccc21	-4	4
113	CCC(=O)N(Cc1cc2ccc(C)cc2n2nnnc12)C1CCCCC1	9	8
114	O=C(CSC1=NCCN1)NC1CCCCCC1	-14	9
115	CCOC(=O)c1cccnc1SC(CC)C(=O)NCc1ccco1 (stereo not given)	7	9
116	CCOc1ccccc1NC=C1C(=O)OC2(CCCCC2)OC1=O	-6	5
117	O=C(CCN1C(=O)c2ccccc2C1=O)Nc1ccccc1C(=O)N1CCOCC1	7	3
118	CCCCNc1nc2c(c(=O)n(C)c(=O)n2C)n1Cc1cccc(OC)c1	-2	3
119	COc1ccc(C(=O)n2nc(C)cc2Nc2ccccc2)cc1	-1	19
120	CC(=O)Nc1c(C(=O)N2CCCCCC2)cnn1-c1ccccc1	8	7
121	COc1ccc(F)cc1S(=O)(=O)N1CCCN(S(=O)(=O)c2cc(F)ccc2OC)CC1	1	1
122	Cc1onc(-c2ccccc2Cl)c1C(=O)Nc1nc2c(s1)CCCC2	5	5
123	COn1c(SCC(N)=O)nc2ccccc2c1=O	2	9
124	Cc1nn2c(=O)cc(COC(=O)c3ccc(S(=O)(=O)N4CCCCC4)cc3)nc2s1	3	9
125	COc1ccc(CNC(=O)COC(=O)c2cc(-c3cccs3)nc3ccccc23)cc1OC	-15	-3

Other structures follow:
No.	Compound	FXIa inh	FXIIa single
126	O=S(=O)(CCc1ccccc1)N1CCOCC1	4	1
127	CCn1c(O)c(C=NC2CCCC2)sc1=S	-2	9
128	Cc1cc(C(=O)Nc2nc3c(C)cccc3s2)c(C)o1	-13	4
129	CCN(CC)c1ccc2cc(-c3nnc(-c4ccccc4)o3)c(=O)oc2c1	-6	-1
130	CC(C)Cc1nc2oc3c(Cl)ncnc3c2c2c1CCC2	1	13
131	COC(=O)CC(N)c1ccc(OC)c2ccccc12 (stereo not given)	3	5
132	COC(=O)C(/C=N/OCc1ccc([N+](=O)[O-])cc1)NC(=O)c1cccc(Cl)c1 (stereo not given)	-11	-7
